Dyrk1A ADPGlo: rat Dyrk1A kinase inhibitors, primary screen, biochemical, single point, plate reader. 310,000 tested, 0.43% active. inhibition, % at 12.5 µM. ADP-Glo luminescence, NFATc1 peptide. Dual specificity tyrosine-phosphorylation-regulated kinase 1A (Rattus norvegicus), Q63470; in the data active means inhibition above about 50%;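 further: plate controls were vehicle with enzyme for no effect and no enzyme for full effect; many of its hits are not listed in these tables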
HSP90 inh: HSP90 inhibitors, primary screen, cell lysate, luminescence | Heat shock protein HSP 90 (rabbit reticulocyte lysate; luciferase refolding) | Rabbit reticulocyte lysate, luciferase refolding luminescence, 3 h | inhibition, % at 5.6 µM | 290,000 tested, 0.91% active | AID 1789, 2009;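 active means inhibition above the screen-wide mean plus 3 SD, computed separately per campaign, cut at about 16% in these data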;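 further: 0% = DMSO wells and 100% = 60 µM geldanamycin wells; inhibitors lower the luminescence because luciferase stays unfolded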
GSK3beta inhib: human GSK3beta kinase inhibitors, primary screen, biochemical, cell-free homogeneous, HTS. AID 2097, 2009. Glycogen synthase kinase-3 beta (Homo sapiens), P49841. activity score (negative = inhibition), % at 10 µM. GST-GSK3beta kinase, ADP-Glo luminescence, 60 min; stronger effect = lower value. 300,000 tested, 0.038% active;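 active means more than half of replicate wells score below -50%, meaning over 50% inhibition versus plate controls; inconclusive means some replicates but at most half score below -50%; inactive means no replicate scores below -50%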;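 further: 0% = median DMSO wells and -100% = median GW8510 positive control wells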
Target sequence (P49841 whole entry, looked up): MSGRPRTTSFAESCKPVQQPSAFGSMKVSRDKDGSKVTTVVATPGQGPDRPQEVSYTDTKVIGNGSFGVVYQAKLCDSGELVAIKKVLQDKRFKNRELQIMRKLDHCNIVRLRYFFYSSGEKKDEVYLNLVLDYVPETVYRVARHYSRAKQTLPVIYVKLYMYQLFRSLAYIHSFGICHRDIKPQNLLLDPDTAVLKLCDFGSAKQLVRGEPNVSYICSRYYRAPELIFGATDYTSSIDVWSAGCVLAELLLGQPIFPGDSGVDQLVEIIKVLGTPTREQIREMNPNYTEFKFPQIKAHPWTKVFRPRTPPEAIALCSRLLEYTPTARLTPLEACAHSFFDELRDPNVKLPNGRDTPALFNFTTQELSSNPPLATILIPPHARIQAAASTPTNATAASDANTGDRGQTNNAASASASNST
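Test system: GST-fused GSK3beta enzyme, cell-free | Quantity: 1.6 ng GST-GSK3beta enzyme per well | Reagent: 25 µM ATP with peptide substrate | Schedule: 60 min enzyme reaction, room temperature | Signal: Luminescent ADP-Glo measurement of ADP formed | Read-out basis: Score relative to plate controls | Control set: DMSO and 20 µM GW8510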
HSF1 inhib: HSF1 inhibitors in luciferase reporter cells, primary screen, cell-based, NIH3T3, luminescence; NIH3T3-HGL HSE-luciferase, MG132-induced, luminescence 8 h; stronger effect = lower value; activity change, negative = inhibition, % at 7.5 µM (by protocol); 300,000 tested, 0.77% active;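 active means more than half of replicate wells show activity change below -50%, luminescence cut by over half; inconclusive means some wells, but at most half, below -50%; inactive means no replicate well below -50%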;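 further: luciferase reports HSF-1 transcriptional activity via heat shock element; 0% = median of DMSO wells and -100% = zero luminescence signal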
KLF5 inhibitor: KLF5 expression inhibitors, primary screen, DLD-1 cells, luminescence; DLD-1 KLF5 promoter-luciferase reporter; inhibition, % at 5 µM; 290,000 tested, 0.23% active;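 active means inhibition above a per-plate limit of that plate's mean compound inhibition plus 3 SD, cut at about 60% in these data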;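 further: 0% = DMSO wells and 100% = LY294002 at 200 µM; higher means less KLF5 promoter-driven luciferase light; inactives centre near -14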
IEC-6 cytotox: cytotoxicity in IEC-6 intestinal epithelial cells, primary screen, cytotoxicity control for KLF5 inhibitor project, cell-based, luminescence | IEC-6 cytotoxicity, luminescence viability | 290,000 tested, 0.78% active | inhibition, % at 5 µM | AID 1825, 2009; in the data active means inhibition above about 22%;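 further: 0% = plate median of test compound wells and 100% = cytotoxic reference compound wells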
GSK3A inh: blockers of GSK3A enzyme activity – biochemical, luminescence, cell-free homogeneous, HTS, primary screen; Glycogen synthase kinase-3 alpha (Homo sapiens), P49840; GSK-3 alpha kinase, ADP-Glo luminescence, 60 min; inhibition, % at 10 µM; 320,000 tested, 0.1% active; AID 2650, 2010;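 in the data active means inhibition above about 50%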;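 further: GST-tagged GSK-3 alpha with peptide substrate and 25 µM ATP; 0% = DMSO neutral wells and 100% = GW8510 positive control wells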
aSyn 5UTR inh: MLPCN primary screen, SNCA 5' untranslated region. inhibition, % (tested at 7.5 µM). alpha-synuclein 5'UTR reporter, inhibitor activity. 300,000 tested, 0.82% active; in the data active means inhibition above about 60%; inconclusive means no clear call, values can overlap the other calls;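 further: H4 neuroglioblastoma cells stably carrying SNCA 5'UTR luciferase fusion; 0% = DMSO wells and 100% = positive control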
Platelet DG rel: inhibitors of platelet dense granule secretion, primary screen, cell-based, MLPCN, human platelets; human platelet-rich plasma, SFLLRN dense granule ATP release, luminescence; inhibition, %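 (compounds screened at 7.5 µM in platelet-rich plasma)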; 300,000 tested, 0.22% active; AID 1663, 2009;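 active means mean replicate score, as percent of positive control, at or above 50; inconclusive means mean below 50 but at least one replicate at or above 50; inactive means mean and every replicate below 50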
HSF1 activator: HSF-1 activators, primary screen, NIH3T3-HGL cells, MG132 stress, luminescence, single point. NIH3T3-HGL HSF-1 luciferase reporter, 8 h; 100% = twice DMSO control signal. activation, % at 9 µM. 300,000 tested, 1.7% active. AID 504408, 2011;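 active means mean replicate activation of at least 50% with a set share of replicates each reaching 50%; inconclusive means only one of those two conditions met; inactive means mean below 50% and too few replicates reaching it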;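 further: 0% = median of the neutral control wells and 100% = twice that signal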
* hit, by the source's call; ? = inconclusive; · = no result given. This is a subset; the hit share may differ from the screen's.

1	O=C(NC1CCCC1)C(c1ccccc1)N(C(=O)c1ccno1)c1ccccc1 (stereo unspecified)
2	O=C1Oc2ccccc2C(=O)/C1=C\N1CCN(c2ccccc2)CC1
3	O=C(Nc1ccc([N+](=O)[O-])cc1)Nc1ccc2[nH]c(=O)[nH]c2c1
4	CC1=C/C(=C\c2ccc3c(c2)OCO3)C(=O)S1
5	O=C(NCC1CCCO1)c1cc2c([nH]c3ccccc32)c(-c2ccc(F)cc2)n1 (stereo unspecified)
6	CCOc1cccc(-c2c(C(=O)N/N=C/c3ccsc3)nnn2-c2nonc2N)c1
7	COc1ccccc1C(=O)NCc1ccccc1
8	O=S(=O)(Nc1cccc(-n2cnnn2)c1)c1cccc(Cl)c1

| Assay by compound | 1 | 2 | 3 | 4 | 5 | 6 | 7 | 8 |
| --- | --- | --- | --- | --- | --- | --- | --- | --- |
| Dyrk1A ADPGlo | -12 | 20 | 5 | 35 | 4 | 32 | -4 | 0 |
| HSP90 inh | -1 | -2 | -3 | 2 | 3 | 2 | 6 | 0 |
| GSK3beta inhib | · | -1 | -4 | -5 | 2 | 0 | 0 | 2 |
| HSF1 inhib | · | 1 | 1 | 7 | -2 | -1 | 0 | -1 |
| KLF5 inhibitor | -22 | -19 | -11 | -21 | 12 | -25 | -35 | -16 |
| IEC-6 cytotox | -3 | 0 | -13 | 4 | 4 | -4 | 1 | 9 |
| GSK3A inh | -3 | 0 | -4 | 3 | -4 | 19 | -2 | -4 |
| aSyn 5UTR inh | · | 20 | -8 | -17 | -9 | 33 | 1 | -5 |
| Platelet DG rel | · | 14 | 7 | 6 | 4 | 12 | -5 | 3 |
| HSF1 activator | · | -11 | -1 | 3 | 2 | 10 | 6 | 1 |

9	COc1ccccc1CC(NC(C)=O)C(=O)NC1CCN(c2nnnn2-c2ccccc2)CC1 (stereo unspecified)
10	Cc1ccc(Nc2nc(N)nc(CN3CCN(Cc4ccc5c(c4)OCO5)CC3)n2)c(C)c1
11	CCOC(=O)c1ccc(NC(=O)N(CC)CC)cc1
12	COc1ccccc1/C=C/C=N/n1c(-c2n[nH]c3c2CCC3)n[nH]c1=S
13	COc1ccc(Cl)cc1C(=O)NNC(=O)CN1C(=O)C2CC=CCC2C1=O (stereo unspecified)
14	CCCNC(=O)CN(c1ccccc1)S(=O)(=O)c1ccc(OC)c(OC)c1
15	COc1ccc(/C=C2/SC(=S)N(Cc3ccccc3)C2=O)cc1O
16	CCCCNC(=O)c1[nH]c(C)c(C(C)=O)c1C

| Assay by compound | 9 | 10 | 11 | 12 | 13 | 14 | 15 | 16 |
| --- | --- | --- | --- | --- | --- | --- | --- | --- |
| Dyrk1A ADPGlo | 2 | 0 | -9 | · | -6 | 0 | -2 | -1 |
| HSP90 inh | 2 | -1 | 3 | 2 | 5 | -3 | -3 | -1 |
| GSK3beta inhib | · | 1 | 0 | -4 | 1 | 4 | -2 | 2 |
| HSF1 inhib | -5 | -1 | 0 | -3 | 0 | 3 | 11 | -1 |
| KLF5 inhibitor | -10 | -4 | -147 | 2 | -20 | -19 | -24 | 8 |
| IEC-6 cytotox | -1 | 7 | -2 | 1 | 4 | -2 | -8 | -1 |
| GSK3A inh | 0 | 2 | · | -1 | 0 | 3 | -2 | · |
| aSyn 5UTR inh | 27 | 20 | -115 | -36 | -13 | 6 | -37 | -24 |
| Platelet DG rel | · | 2 | -3 | -2 | -1 | -2 | -4 | -1 |
| HSF1 activator | -20 | 0 | -10 | 20 | -3 | 7 | 2 | -2 |

17	CCOc1ccccc1C(=O)Nn1c(C2CCC2)nc2ccccc2c1=O
18	COCCCN1C(=O)C(=O)/C(=C(/O)c2ccc(OCC(C)C)cc2C)C1c1cccnc1 (stereo unspecified)
19	O=C(Oc1cc2oc(=O)c3c(c2cc1Cl)CCCC3)c1cccs1
20	Cc1ccc(S(N)(=O)=O)cc1NC(=O)C(c1ccccc1)c1ccccc1
21	CCCOc1ccc(C(=O)OCC(=O)NCCc2ccc(OCC)c(OCC)c2)cc1OC
22	COc1ccc(CNC(=O)c2ccccc2NC(=O)C2=CSCCO2)c(OC)c1
23	CC(C)Cn1cnc2c1c(=O)n(CC(=O)NC(=O)NC(C)(C)C)c(=O)n2Cc1ccccc1
24	S=C(NCc1ccccc1)NCc1cccc(CNC(=S)NCc2ccccc2)c1
25	COC(=O)C1=C(C(=O)OC)[C@@H]2N(C)c3ccc(OC)cc3[C@@]23C[C@@H](C(=O)OC)N(S(=O)(=O)c2ccc(OC)cc2)C3=N1

| Assay by compound | 17 | 18 | 19 | 20 | 21 | 22 | 23 | 24 | 25 |
| --- | --- | --- | --- | --- | --- | --- | --- | --- | --- |
| Dyrk1A ADPGlo | 7 | -2 | 3 | 5 | -5 | -4 | -2 | -4 | 7 |
| HSP90 inh | 2 | -1 | 0 | -4 | -1 | -6 | -1 | 0 | · |
| GSK3beta inhib | 0 | 2 | 1 | -3 | -5 | 2 | · | 0 | -1 |
| HSF1 inhib | -1 | -2 | -2 | -1 | 2 | 0 | 0 | 14 | -2 |
| KLF5 inhibitor | -19 | 18 | -10 | -24 | -23 | -2 | -28 | -2 | · |
| IEC-6 cytotox | -2 | 3 | -7 | -6 | -10 | 7 | 6 | 5 | · |
| GSK3A inh | 10 | -3 | -2 | 0 | -2 | 9 | -1 | -5 | 1 |
| aSyn 5UTR inh | -48 | 7 | -32 | -2 | 18 | 29 | 28 | -18 | -1 |
| Platelet DG rel | -15 | 7 | -1 | 0 | 20 | ? | 12 | -7 | 5 |
| HSF1 activator | -10 | 16 | 10 | 14 | 4 | 1 | 19 | 28 | -1 |
